Bioassay records (PubChem BioAssay)
D1 potentiator = Potentiators of Human D1 Dopamine Receptor: qHTS | D(1A) dopamine receptor (Homo sapiens), P21728 | HEK293 TREx D1 cells, calcium flux, dopamine EC20 potentiation | potentiation, % at 10 µM | actives 0.036% (n = 360,000) | AID 504651, 2011; in the data active = potentiation above about 30%; note: 0% is about no effect
Target sequence (P21728 whole entry, looked up): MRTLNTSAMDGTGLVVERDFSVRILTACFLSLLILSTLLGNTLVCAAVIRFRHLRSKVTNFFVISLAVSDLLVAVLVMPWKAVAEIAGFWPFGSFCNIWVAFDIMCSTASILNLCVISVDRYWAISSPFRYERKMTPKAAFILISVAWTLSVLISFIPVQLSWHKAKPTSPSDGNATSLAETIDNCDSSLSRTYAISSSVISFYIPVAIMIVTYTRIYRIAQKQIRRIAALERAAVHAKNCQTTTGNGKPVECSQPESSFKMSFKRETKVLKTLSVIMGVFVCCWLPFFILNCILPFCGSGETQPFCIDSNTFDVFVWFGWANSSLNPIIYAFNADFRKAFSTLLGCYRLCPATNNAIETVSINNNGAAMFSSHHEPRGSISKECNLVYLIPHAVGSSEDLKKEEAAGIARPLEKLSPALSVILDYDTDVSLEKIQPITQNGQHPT
D2 PAM = HTS Assay for Positive Allosteric Modulators of the Human D2 Dopamine Receptor: Primary Screen for Potentiators | D(2) dopamine receptor (Homo sapiens), P14416 | HEK293 T-REx D2, calcium flux, EC20 dopamine potentiation | potentiation, % at 10 µM | actives 0.34% (n = 340,000);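 active = potentiation over 3 SD above the plate norm, cut at about 30% in these data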; note: 0% is about no effect
Target sequence (P14416 whole entry, looked up): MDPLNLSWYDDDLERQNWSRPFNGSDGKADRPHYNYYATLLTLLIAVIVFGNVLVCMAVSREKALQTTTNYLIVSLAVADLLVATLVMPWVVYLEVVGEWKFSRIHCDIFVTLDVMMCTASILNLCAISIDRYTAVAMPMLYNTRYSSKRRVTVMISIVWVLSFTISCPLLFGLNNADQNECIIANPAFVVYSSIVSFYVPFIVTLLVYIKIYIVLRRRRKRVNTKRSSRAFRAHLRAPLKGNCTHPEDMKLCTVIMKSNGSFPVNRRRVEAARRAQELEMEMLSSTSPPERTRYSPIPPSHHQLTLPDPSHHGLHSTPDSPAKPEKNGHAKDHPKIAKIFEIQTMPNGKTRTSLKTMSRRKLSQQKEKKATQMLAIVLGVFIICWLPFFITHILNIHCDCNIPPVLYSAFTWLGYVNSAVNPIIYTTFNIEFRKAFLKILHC
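Tetracycline-induced Hek293 Trex D2 cells, force-coupled to calcium, loaded with no-wash calcium dye. Compound added with 180 s kinetic read for agonism, then EC20 dopamine and a further 180 s read for potentiation.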
Vif-APOBEC3F blk = qHTS for Inhibitors of Vif-A3F Interactions: qHTS; HeLa A3F-eYFP + Vif (tagged APOBEC3F with the HIV-1 protein that degrades it), YFP fluorescence increase; Potency, µM (series often up to 46.1 µM), for inactives: top-dose activity, negative = active; actives 0.2% (n = 390,000); note: potency is the fitted concentration of half-maximal effect; % of control where 0% means no effect; nearly all actives have a fitted effect of over 65% in size
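HeLa cells stably expressing A3F-eYFP plus Vif, plated and incubated overnight at 37 deg C, then exposed to compounds overnight at 37 deg C. Blocked degradation read as raised yellow fluorescence (Ex 488/Em 500-530).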
Vif-APOBEC3G blk = qHTS for Inhibitors of Vif-A3G Interactions: qHTS. actives 0.076% (n = 410,000). AID 602310, 2012. HeLa A3G-eYFP + Vif (tagged APOBEC3G with the HIV-1 protein that degrades it), YFP fluorescence, overnight. Potency, µM (top dose mostly 46.1 µM), inactives show at the highest dose activity, negative = active, hits mostly inhibitors. DNA dC->dU-editing enzyme APOBEC-3G (Homo sapiens), Q9HC16;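 note: potency is the fitted concentration of half-maximal effect; % is set by controls: 0 for no effect and ±100 for the full control effect; nearly all actives have a fitted effect of over 60% in size; hits raise eYFP signal because A3G escapes Vif-driven loss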
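HeLa cells stably expressing Vif and C-terminally eYFP-tagged A3G, seeded overnight at 37 deg C, then exposed to compound by pintool overnight at 37 deg C. Rise in yellow fluorescence (Ex 488/Em 500-530, Acumen) marks blocked Vif-driven A3G degradation.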
LDHA block = qHTS assay for inhibitors of human lactate dehydrogenase. L-lactate dehydrogenase A chain (Homo sapiens), P00338. purified LDHA, NADH/diaphorase-resazurin fluorescence; active compounds read low. activity change, % (values are at about 110 or 230 µM). actives 0.15% (n = 480,000). AID 1347041, 2019; in the data active = activity change below about -30%;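 note: plate controls were DMSO wells for no effect and wells without enzyme for full effect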
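Human LDH5 (2 nM) was incubated with 0.06 mM NADH and 0.2 mM pyruvate for 5 min at room temperature in Tris pH 7.4. Remaining NADH was coupled through diaphorase/resazurin, and resorufin fluorescence was read at 0 and 20 min.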
RXFP1 ag = qHTS Assay for Agonists of the Relaxin Receptor RXFP1 | AID 2676, 2010 | Potency, µM (doses to about 57.5 µM), inactives show top-dose activation, actives largely listed as activators | HEK293T-RXFP1 cAMP TR-FRET, 30 min; response scale: percent of porcine relaxin response, buffer zero | actives 0.3% (n = 370,000) | Relaxin receptor 1 (Homo sapiens), Q9HBX9; note: potency is the fitted concentration of half-maximal effect; % is set by controls: 0 for no effect and ±100 for the full control effect; nearly all actives have a fitted effect of over 60% in size; many of its hits are not listed in these tables
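HEK293 cells stably expressing RXFP1, treated 30 min at 37C with compounds plus PDE4 inhibitor Ro 20174; cAMP measured by HTRF TR-FRET. Normalized to buffer and 29 nM porcine relaxin; EC50 by Hill fit.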
Glioma ERSR ind = qHTS for Inducers of the Endoplasmic Reticulum Stress Response (ERSR) in Human Glioma: qHTS; Potency, µM, inactives show top-dose activation, usual class: activators; U87-MG GRP78 promoter luciferase reporter, 16 h; actives 0.02% (n = 420,000); note: potency is the fitted concentration of half-maximal effect; series mostly up to about 76 µM; % of control where 0% means no effect; nearly all actives have a fitted effect of over 35% in size
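ERSR induction read as luciferase luminescence (Bright-Glo, 10 min at room temperature) in stably transfected human U87-MG glioma cells exposed to compounds for 16 h, using GRP78 as sensor.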
D1 agonist = Allosteric Agonists of the Human D1 Dopamine Receptor: qHTS; actives 1% (n = 360,000); activation, % at 2 µM; HEK293 T-REx D1 cells, calcium flux, agonist mode; D(1A) dopamine receptor (Homo sapiens), P21728; in the data active = activation above about 30%; note: 0% is about no effect
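Tetracycline-induced HEK293 TREx D1 cells, force-coupled to calcium signalling, were dye-loaded with a no-wash calcium kit. Compound was pin-added after a 10 s baseline. Fluorescence was read kinetically at 1 cycle/s for 180 s, with calcium rises flagged as agonism.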
D1 antagonist = Antagonist of Human D 1 Dopamine Receptor: qHTS; HEK293 TREx D1 cells, calcium flux, dopamine EC80; active compounds read low; activity change, negative = inhibition, % at 10 µM; actives 3.2% (n = 360,000); AID 504652, 2011; in the data active = activity change below about -30%; note: % is set by controls: 0 for no effect and ±100 for the full control effect
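Calcium flux readout: force-coupled, inducible Hek293 Trex D1 line, cells induced overnight at 30 C with tetracycline, dye-loaded 30–90 min at RT. Antagonism scored against EC80 dopamine challenge given 180 s after compound.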
The depositor's hits bear a star; nt = not tested or not shown; & = joins results of further samples. Unless noted, calls come from the whole dose curve; as a rule, active = well fitted curve in the direction sought with a large enough effect; inconclusive = small, poorly fitted or top-dose-only effect, or another doubt; inactive = no such curve, though single readings can be large; an effect the other way counts as inactive or inconclusive. This is a subset. The share of hits here may be higher or lower than overall.

SMILES	D1 potentiator	D2 PAM	Vif-APOBEC3F blk	Vif-APOBEC3G blk	LDHA block	RXFP1 ag	Glioma ERSR ind	D1 agonist	D1 antagonist
COC(=O)c1cc(S(=O)(=O)Nc2ccc(C)c(F)c2)c[nH]1	-4	12	-10%	1%	-1&-3	-0.9%	-5%	8	5
O=C(COC(=O)C1CCN(c2ccc(C(F)(F)F)cn2)CC1)NCc1cccc(Cl)c1	-2	4	3%	-6%	1	-0.6%	1%	14	-8
COc1cc(C(C)=O)ccc1Oc1cc(NN2CCCCC2)c([N+](=O)[O-])cc1[N+](=O)[O-]	-4	3	0%	-2%	3	-0.2%	-4%	2	2
COc1ccc(-n2c(=O)cc(N3CCN(c4ccccc4OC)CC3)[nH]c2=O)cc1	0	0	-11%	1%	0	1.9%	-3%	4	-3
S=C(c1ccco1)N1CCOCC1	nt	nt	8%	-5%	-11	nt	-2%	nt	nt
CN(C)S(=O)(=O)n1cc(/C=C(\NC(=O)c2ccccc2F)C(=O)NCCN2CCOCC2)c2ccccc21	nt	nt	1%	-2%	-1	nt	-3%	nt	nt
COc1ccc(OCc2nn3c(Cn4cnc5ccccc54)nnc3s2)cc1	2	-1	-1%	-1%	2	1.7%	-1%	12	-18
CCn1cc(CN2CCN(Cc3ccc(C)o3)C(CCO)C2)c2ccccc21 (stereo not given)	5	-5	4%	0%	-5	-1.0%	-5%	4	-6
CCC1(C)CC(=O)N(c2ccc(C(=O)O)c(O)c2)C1=O (stereo not given)	-5	0	-1%	1%	0	1.7%	-4%	7	4
CCOC(=O)C1=C(COC(=O)/C=C/c2ccc(SC)cc2)NC(=O)NC1C (stereo not given)	-1	8	2%	-9%	-11	0.0%	3%	1	21
CCSCCOC(=O)C1=C(C)NC(=O)NC1c1cccc(OC)c1OC (stereo not given)	0	14	0%	0%	-9	0.2%	-4%	1	1
COc1ccc(S(=O)(=O)N(C)C)cc1NC(C)C(=O)Nc1cccc(C#N)c1 (stereo not given)	-6	-11	0%	-4%	-5	-0.1%	4%	2	-22
Cc1cc(C)cc(NC(=O)c2cc(Cl)sc2Cl)c1	0	-6	-18%	0%	-3	1.6%	1%	3	1
COc1cccc(CN2CC(C(=O)N(C)Cc3[nH]c4ccccc4c3C)CCC2=O)c1 (stereo not given)	-4	0	1%	-3%	-4	-1.2%	-1%	0	4
Cc1ccc(C2=CC(c3ccccc3)n3ncnc3N2)cc1 (stereo not given)	nt	nt	-1%	-8%	-2	nt	-1%	nt	nt
C=C(C)CSc1nc2sc3c(c2c(=O)n1Cc1ccccc1)CC(C)(CC)OC3 (stereo not given)	-2	4	2%	9%	-7	0.6%	-3%	0	-10
CC(C)n1c(SCC(N)=O)nc2c1c(=O)[nH]c(=O)n2C	-3	2	4%	2%	-7	-0.1%	-5%	1	20
C#CC(C)(CC)NC(=O)c1cc(OC)c(OC)c(OC)c1 (stereo not given)	14	6	-4%	4%	-5	0.7%	-5%	0	16
CCn1c(SCC(N)=O)nc2sc3c(c2c1=O)CCN(C)C3	-3	6	12%	-4%	-1	26%	-4%	4	0
C/C(=N/NC(=O)c1ccc(C)s1)c1cccnc1	-4	-13	2%	0%	-4	1.2%	13%	3	-7
CCOc1ccc(N(CC(=O)NC2CCCCC2)C(=O)CCCC(=O)Nc2ccccn2)cc1	-5	nt	-5%	-12%	2	5.1%	-4%	-1	5
CCCCN1C(=O)N(C)C2NC(=S)NC21 (stereo not given)	-4	-1	-1%	0%	0	0.6%	-4%	4	-20
Cc1cc(=O)[nH]c(SCC(=O)NC2CCCCCCC2)n1	nt	nt	-14%	0%	-4	nt	-3%	nt	nt
CC(C)C[C@@H](CNCC(=O)[C@H](Cc1c[nH]c2ccccc12)NC(=O)c1[nH]cnc1C(=O)N[C@H](CN)CC(C)C)NC(=O)c1nc[nH]c1C(=O)N[C@@H](CC(=O)O)C(=O)O	nt	nt	6%	-3%	4	nt	0%	nt	nt
CCOC(=O)Cn1c(=O)n(-c2ccccc2OC)c2nc(-c3ccccc3)nc(C(N)=O)c21	2	1	5%	-9%	1	3.4%	-2%	6	11
COc1cc(CNc2ncn[nH]2)ccc1OCc1ccccc1C	0	10	13%	5%	1&-3	0.6%	1%	2	4
O=C(O)/C=C\C(=O)Nc1cccc(NC(=O)c2ccccc2)c1	1	2	7%	1%	-4	-3.0%	-4%	0	-6
COCC(C)n1c(SCC(=O)NC(=O)NC2CCCC2)nc2ccccc2c1=O (stereo not given)	-2	11	0%	0%	-7	0.0%	-3%	1	5
C1CC(=NN=C2CCSCC2)CCS1	nt	nt	-19%	1%	-13	nt	3%	nt	nt
COC(=O)C1=C(C)N(CCCC(=O)O)C(=O)NC1c1ccc([N+](=O)[O-])cc1 (stereo not given)	nt	nt	-3%	0%	-8	nt	-5%	nt	nt

Quoted at random: 2 entries already listed
SMILES	D1 potentiator	D2 PAM	Vif-APOBEC3F blk	Vif-APOBEC3G blk	LDHA block	RXFP1 ag	Glioma ERSR ind	D1 agonist	D1 antagonist
CCOc1ccc(N(CC(=O)NC2CCCCC2)C(=O)CCCC(=O)Nc2ccccn2)cc1	-5	nt	-5%	-12%	2	5.1%	-4%	-1	5
CC(C)n1c(SCC(N)=O)nc2c1c(=O)[nH]c(=O)n2C	-3	2	4%	2%	-7	-0.1%	-5%	1	20

Carrying on.
SMILES	D1 potentiator	D2 PAM	Vif-APOBEC3F blk	Vif-APOBEC3G blk	LDHA block	RXFP1 ag	Glioma ERSR ind	D1 agonist	D1 antagonist
Cc1ccc(C)c(N2CCN(C(=O)CCCCn3c(=O)[nH]c4ccccc4c3=O)CC2)c1	-6	7	-6%	4%	2	1.5%	-5%	3	1
O=C(CCCN1C(=O)c2cccc3cccc(c23)C1=O)N1CCN(c2ccccc2)CC1	-6	26	-8%	1%	-8	3.5%	-2%	-1	2
CCOC(=O)c1[nH]c(C)c(CN(CCc2ccccc2)S(C)(=O)=O)c1C	-4	-16	-4%	-8%	-10	-0.4%	2%	5	-21
O=C(CCC(=O)OCC(=O)c1ccccc1)NC1CCCCC1	-1	-5	0%	1%	-11	0.8%	0%	1	3
O=C(O)C1CCC(=O)N(C2CC2)C1c1ccccc1 (stereo not given)	-1	-6	nt	-1%	-4	-0.5%	-5%	4	4
O=C1CN(c2ccccc2)C(=S)N1c1ccccc1	-4	8	-6%	-4%	1	0.1%	2%	-1	13
CC(C)c1ccc[n+](-c2nc([O-])sc2C=O)c1	-5	4	3%	0%	10	-3.8%	-3%	1	3
Cc1ccc(-n2c(C)cc(/C=N/Nc3ccc([N+](=O)[O-])cn3)c2C)cc1	-11	3	-10%	-9%	-12	0.5%	2%	6	-46*
O=C(N/N=C/c1ccccn1)c1ccc([N+](=O)[O-])cc1	-1	19	-10%	0%	-1	0.3%	-1%	9	-16
O=C(Cn1nc2n(c1=O)-c1ccccc1SC2)N/N=C/c1cccnc1	0	-9	1%	-1%	-2	0.8%	-2%	2	-1
Cc1ccc(S(=O)(=O)N2c3ccccc3-c3c(ssc3=S)C2(C)C)cc1	16	-4	0%	-10%	2	0.3%	-4%	5	0
Cc1noc(C)c1C(=O)Nc1nnc(-c2ccccc2)s1	0	4	-7%	3%	-9	6.7%	-4%	2	12
COc1cc(OC)nc(-n2ncc(OC)c(Br)c2=O)n1	-3	4	-3%	4%	-6	-0.5%	-1%	1	-17

Of the compounds above, these contain an aryl methoxy group.
SMILES	D1 potentiator	D2 PAM	Vif-APOBEC3F blk	Vif-APOBEC3G blk	LDHA block	RXFP1 ag	Glioma ERSR ind	D1 agonist	D1 antagonist
COc1cc(C(C)=O)ccc1Oc1cc(NN2CCCCC2)c([N+](=O)[O-])cc1[N+](=O)[O-]	-4	3	0%	-2%	3	-0.2%	-4%	2	2
COc1ccc(-n2c(=O)cc(N3CCN(c4ccccc4OC)CC3)[nH]c2=O)cc1	0	0	-11%	1%	0	1.9%	-3%	4	-3
COc1ccc(OCc2nn3c(Cn4cnc5ccccc54)nnc3s2)cc1	2	-1	-1%	-1%	2	1.7%	-1%	12	-18
CCSCCOC(=O)C1=C(C)NC(=O)NC1c1cccc(OC)c1OC (stereo not given)	0	14	0%	0%	-9	0.2%	-4%	1	1
COc1ccc(S(=O)(=O)N(C)C)cc1NC(C)C(=O)Nc1cccc(C#N)c1 (stereo not given)	-6	-11	0%	-4%	-5	-0.1%	4%	2	-22
COc1cccc(CN2CC(C(=O)N(C)Cc3[nH]c4ccccc4c3C)CCC2=O)c1 (stereo not given)	-4	0	1%	-3%	-4	-1.2%	-1%	0	4
C#CC(C)(CC)NC(=O)c1cc(OC)c(OC)c(OC)c1 (stereo not given)	14	6	-4%	4%	-5	0.7%	-5%	0	16
CCOC(=O)Cn1c(=O)n(-c2ccccc2OC)c2nc(-c3ccccc3)nc(C(N)=O)c21	2	1	5%	-9%	1	3.4%	-2%	6	11
COc1cc(CNc2ncn[nH]2)ccc1OCc1ccccc1C	0	10	13%	5%	1&-3	0.6%	1%	2	4
COc1cc(OC)nc(-n2ncc(OC)c(Br)c2=O)n1	-3	4	-3%	4%	-6	-0.5%	-1%	1	-17
